High-throughput results from PubChem.
MPTP block = permeability transition pore inhibition. isolated mouse mitochondria, Ca2+ swelling absorbance, 30 min. inhibition, % at 10 µM. hit rate 1.4% among 360,000. AID 602449;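 active = inhibition of 50% or more, scaled per plate between neutral and stimulator controls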;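 note: 0% = DMSO wells given calcium and 100% = 1 mM EGTA wells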
hIAP activ = increases human intestinal alkaline phosphatase activity; purified human IAP, CDP-Star luminescence, 30 min; hits give high values; 1 = vehicle-only enzyme, 0 = enzyme-free background; activation factor at 10 µM; hit rate 0.16% among 330,000; AID 2524;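 active = activation factor of the enzyme at least 2-fold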; note: the source names both 10 and 20 µM as test concentration; values of inactives mirror those of a sister screen read the other way
mIAP block = blocks mouse intestinal alkaline phosphatase; purified mouse IAP, CDP-Star luminescence, 30 min; inhibition, % at 10 µM; hit rate 0.2% among 330,000;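 active = inhibition of at least 40% at 10 µM in the primary screen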;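 note: plate controls were DMSO with enzyme for no effect and no enzyme wells for full effect; values of inactives mirror those of a sister screen read the other way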
hIAP inh = blocks human intestinal alkaline phosphatase; P09923; purified IAP, CDP-Star luminescence, 30 min; inhibition, % at 10 µM; hit rate 0.12% among 330,000; AID 2544;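 active = inhibition reaching a set limit with compound at 10 µM in the primary screen, cut at about 35% in these data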;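 note: plate controls were DMSO wells with enzyme for no effect and no-enzyme buffer wells for full effect; values of inactives mirror those of a sister screen read the other way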
APOBEC3A inh = inhibitors of human APOBEC3A DNA deaminase | P31941 | AID 493011 | recombinant A3A, FAM/TAMRA ssDNA deamination fluorescence | inhibition, % at 20 µM | hit rate 0.41% among 330,000;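 active = at least 40% inhibition at 20 µM here, with at most 30% in a related deaminase screen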;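 note: plate controls were A3A with DMSO for no effect and wells lacking A3A enzyme for full effect; some results filed as inactive read as strong as hits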
Target sequence (P31941 whole entry, looked up): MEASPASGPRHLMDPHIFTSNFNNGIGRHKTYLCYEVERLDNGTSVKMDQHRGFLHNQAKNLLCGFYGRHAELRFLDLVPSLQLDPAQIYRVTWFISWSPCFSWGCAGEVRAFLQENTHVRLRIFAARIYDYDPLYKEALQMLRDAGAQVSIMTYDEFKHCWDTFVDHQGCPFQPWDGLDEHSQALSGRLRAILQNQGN
APOBEC3G inh = inhibitors of human APOBEC3G DNA deaminase; Q9HC16; recombinant A3G, ssDNA deamination FAM/TAMRA fluorescence; inhibition, % at 20 µM; hit rate 0.28% among 330,000;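 active = inhibition of at least 40% at 20 µM, with no more than 30% in the related APOBEC3A deaminase screen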;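 note: plate controls were DMSO wells with A3G for no effect and wells lacking A3G enzyme for full effect; some compounds called inactive have numbers as strong as hits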
Target sequence (Q9HC16 whole entry, looked up): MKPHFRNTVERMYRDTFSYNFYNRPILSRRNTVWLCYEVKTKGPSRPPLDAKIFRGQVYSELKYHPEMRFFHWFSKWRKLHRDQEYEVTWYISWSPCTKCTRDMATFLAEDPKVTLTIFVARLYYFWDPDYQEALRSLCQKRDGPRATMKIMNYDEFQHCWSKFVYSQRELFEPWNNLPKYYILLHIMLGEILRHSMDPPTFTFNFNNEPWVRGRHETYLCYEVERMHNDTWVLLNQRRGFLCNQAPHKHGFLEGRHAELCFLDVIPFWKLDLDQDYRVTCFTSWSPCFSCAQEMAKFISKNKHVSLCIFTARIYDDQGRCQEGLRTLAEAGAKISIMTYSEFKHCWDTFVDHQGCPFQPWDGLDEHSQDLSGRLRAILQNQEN
mIAP activ = mouse IAP activation; hit rate 0.24% among 330,000; muIAP, CDP-Star luminescence, 30 min; hits give high values; 1 = vehicle-only enzyme signal, 0 = enzyme-free wells; activation factor at 10 µM;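 active = activation factor of at least 2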; note: the source names both 10 and 20 µM as test concentration; values of inactives mirror those of a sister screen read the other way
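Assay system: mouse IAP enzyme; Reagent: CDP-Star chemiluminescent phosphatase substrate; Compound: DMSO-dissolved test compounds; Incubation: 30 min, room temperature; Technique: luminescence from enzymatic CDP-Star hydrolysis; Controls: DMSO-only wells and no-enzyme negative control.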
beta cell repl = inducers of beta-cell replication in MIN6 cells; MIN6 cells proliferation, ATPlite luminescence, 48 h; cells starved in 0.2% serum; 100% = growth in 10% serum; proliferation, % at 10 µM; hit rate 0.29% among 330,000; AID 2380;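 active = compounds whose signal lies at least 3.5 SD above the mean of all wells on their plate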;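 note: 0% = DMSO-treated cells in low-serum medium and 100% = 10% serum control; some compounds called inactive have numbers as strong as hits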
ATG4B inh = blocks human ATG4B protease cleavage of LC3 substrate; Q9Y4P1; ATG4B cleavage of LC3-PLA2, NBD-HPC fluorescence, 1 h; inhibition, % at 8.33 µM; hit rate 0.51% among 340,000; AID 504462; in the data active = inhibition above about 40%
Target sequence (Q9Y4P1 whole entry, looked up): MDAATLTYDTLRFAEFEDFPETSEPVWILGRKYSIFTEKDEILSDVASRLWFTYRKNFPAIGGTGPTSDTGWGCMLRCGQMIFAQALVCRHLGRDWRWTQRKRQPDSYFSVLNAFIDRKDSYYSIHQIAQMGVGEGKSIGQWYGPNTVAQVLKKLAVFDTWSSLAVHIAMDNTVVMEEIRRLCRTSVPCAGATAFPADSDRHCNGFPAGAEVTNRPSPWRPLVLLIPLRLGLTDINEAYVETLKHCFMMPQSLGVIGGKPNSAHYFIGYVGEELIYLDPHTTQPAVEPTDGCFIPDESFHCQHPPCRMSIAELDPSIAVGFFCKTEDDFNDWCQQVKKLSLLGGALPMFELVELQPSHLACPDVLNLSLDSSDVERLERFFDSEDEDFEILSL
Starred values were filed as active, the others as inactive; · = not tested or not shown. This is a random part of the collection, and some 3.3% of all compounds hit somewhere here.

SMILES	mIAP activ	ATG4B inh	MPTP block	hIAP activ	APOBEC3G inh	beta cell repl	APOBEC3A inh	mIAP block	hIAP inh
CC1CCCCC1NC(=O)CSc1nnc(-c2ccccc2)n1N (centres undefined)	1.02	-3.4	-1.9	0.988	1.2	-1.2	2.8	-2.5	1.2
COc1cc(CNCc2ccccn2)ccc1OCc1ccc(Cl)cc1Cl	1.25	-3.2	25.0	1.59	-3.1	-5.2	1.3	-25.2	-58.7
CC(Sc1ccc2ccccc2c1)C(=O)NC(N)=O (centres undefined)	1.01	1.5	2.4	1.14	-2.0	-0.6	0.5	-0.7	-13.7
COc1ccc([N+](=O)[O-])cc1NC(=O)CSCc1ccccc1C	0.891	9.0	2.0	0.733	-6.5	0.0	1.0	10.9	26.7
CN1c2ccccc2Oc2nnc(Cl)cc21	0.972	-1.4	0.9	1.09	3.7	-0.7	1.4	2.8	-9.2
COc1ccccc1Nc1cc(C)nc2c(C)ccc([N+](=O)[O-])c12	0.945	-4.5	1.5	0.93	-9.6	-4.0	-0.6	5.5	7.0
Cc1cc(Cl)ccc1OCC(=O)OCC(=O)N(CC(C)C)c1c(N)n(Cc2ccccc2)c(=O)[nH]c1=O	1.07	1.6	-0.7	1.08	2.1	-2.8	1.1	-7.0	-8.2
CCCCCCN(C(=O)CCCCCN1C(=O)NC(c2ccc(-c3ccccc3)cc2)C(C(=O)OCc2ccccc2)=C1C)C(C(=O)NCCCC)c1ccc(OCC(=O)OC)c(C(=O)OC)c1 (centres undefined)	1.07	·	·	0.883	-3.2	-8.0	-1.5	-7.3	11.7
O=C(NC1=NCCS1)c1ccccc1Br	1.09	4.0	1.4	0.957	-9.9	-2.5	-1.6	-9.2	4.3
COc1ccccc1NC(=O)Cc1nnc(SCC(=O)NC2CCCCC2)n1C	1.06	-16.8	1.7	1.19	3.1	-1.8	-0.5	-6.4	-18.6
S=C(NCCc1ccccc1)NC1CCC(NC(=S)NCCc2ccccc2)CC1 (centres undefined)	0.985	-13.3	0.7	1.05	0.3	-3.4	1.4	1.5	-5.3
N/C(Cc1ccc(Cl)cc1Cl)=N\OC(=O)c1cccs1	0.936	10.3	0.3	0.827	-0.8	-3.2	2.4	6.4	17.3
CC(C)c1nnc(NC(=O)c2cccs2)s1	1.09	-5.5	-0.7	0.928	-1.2	7.2	-1.5	-9.2	7.2
Cn1cnnc1SCC(=O)Nc1ccc(S(=O)(=O)N2CCCC2)cc1	0.922	12.2	-2.5	0.723	-5.0	-2.0	0.6	7.8	27.7
CC1(c2nnc(-c3ccc(Cl)cc3)o2)CC(c2cccnc2)=NO1 (centres undefined)	1.02	-12.7	1.5	0.885	-7.3	4.5	1.5	-2.5	11.5
CCOC(=O)/C(C#N)=C\c1c(C)cc(C)c(COC(C)=O)c1C	0.967	-13.3	0.5	1.15	-4.6	3.5	-2.1	3.3	-15.0
Cc1[nH]c(=S)c(C#N)c(-c2ccco2)c1C(=O)N(C)C	0.642	-9.4	0.0	1.07	34.4	0.2	46.1	35.8	-7.4
Cc1noc(C)c1COC(=O)C1COc2ccccc2O1 (centres undefined)	1.12	-2.9	0.5	1.1	-0.8	-1.9	-0.7	-11.6	-10.0
Cc1ccc(OCC(=O)Nc2cccc(-c3nnc(-c4ccccc4)o3)c2)cc1	0.938	-6.4	3.0	0.913	-4.3	-3.3	-1.3	6.2	8.7
CC(C(=O)NCC1CCCCC1)N1CCc2ccccc2C1 (centres undefined)	0.99	13.4	-2.0	0.98	-0.6	1.1	0.7	1.0	2.0
Cn1c(CCN2CCOCC2)nc2cc(NC(=O)c3cccs3)ccc21	0.865	-6.5	-0.7	0.872	-2.5	-2.4	1.0	13.5	12.8
O=c1oc(/C=C/c2ccccc2)nc2sc3c(c12)CCC3	0.928	0.5	-1.1	0.974	-5.7	-4.5	-3.9	7.2	2.6
Cc1nc([N+](=O)[O-])c(Br)n1Cc1ccccc1	1.08	0.8	1.8	1.06	-3.7	-2.3	-2.7	-8.3	-5.7
O=C(Nc1nc(-c2ccccn2)cs1)c1cc2ccccc2o1	0.834	2.8	-5.0	0.936	-1.3	-7.2	-1.6	16.6	6.4
Cc1ccc(NC(=O)c2nc[nH]c2C(=O)NCCCCNC(=O)c2[nH]cnc2C(=O)Nc2ccc(C)cc2)cc1	1.05	-3.2	0.9	1.67	-9.2	-5.6	-2.8	-5.4	-66.8
C[C@@H]1NC(=O)c2cc([N+](=O)[O-])cc(I)c2NCCCC[C@@H](C(N)=O)NC(=O)[C@H](CC(N)=O)NC1=O	0.933	-11.4	·	0.888	-2.2	0.2	7.0	6.7	11.2
Clc1ccc(N/N=C/c2cccs2)nn1	0.918	-5.4	0.4	0.912	-6.2	0.8	5.3	8.2	8.8
Cc1ccc(S(=O)(=O)NCC(=O)OCC(=O)NC(=O)c2cccn2C)cc1	1.11	-17.5	-0.5	0.992	-2.5	-2.3	0.1	-11.4	0.8
Cc1nc2c(-c3ccc(F)cc3)c(C)nn2c(C)c1CCC(=O)Nc1ccccc1	1.22	-6.8	9.3	1.15	2.2	-0.5	0.7	-22.4	-14.8
Cc1ccc(CNC(=O)C2CC(=O)N(c3ccc(OCC(=O)N4CCCC4)cc3)C2)cc1 (centres undefined)	1.02	-14.8	-0.2	1.29	-3.8	1.1	2.3	-2.4	-28.8

Just hIAP activ (three entries from above):
compound | hIAP activ
Cn1c(CCN2CCOCC2)nc2cc(NC(=O)c3cccs3)ccc21 | 0.872
Clc1ccc(N/N=C/c2cccs2)nn1 | 0.912
Cc1ccc(S(=O)(=O)NCC(=O)OCC(=O)NC(=O)c2cccn2C)cc1 | 0.992

Later entries
SMILES	mIAP activ	ATG4B inh	MPTP block	hIAP activ	APOBEC3G inh	beta cell repl	APOBEC3A inh	mIAP block	hIAP inh
COc1ccc(C(=O)NNC(=O)c2ccccn2)cc1	0.957	-1.1	0.1	0.876	4.8	-5.8	-1.7	4.3	12.4
COc1ccc(OCC(=O)N2CCN(C(=O)c3cccc(F)c3)CC2)cc1	0.933	4.9	5.8	1.07	-1.0	-1.5	-1.2	6.7	-7.5
O=C1Nc2cc(Cl)c(Cl)cc2N(O)N1c1ccccc1Cl	1.02	0.2	-1.2	1	3.2	-1.6	1.7	-2.4	0.0
CCCCOC(=O)Nc1ccc(N2CCOCC2)cc1	0.976	-2.1	-1.3	0.922	-4.9	-4.2	0.6	2.4	7.8
COc1cc(NC(=O)CCN2CCN(Cc3ccccc3)CC2)cc(OC)c1	1.09	-12.9	1.2	1.02	-5.4	-3.1	-3.5	-8.6	-1.7
Cc1ccc2nc(N(CCCN(C)C)C(=O)c3ccc4c(c3)CCCC4)sc2c1	0.989	7.6	1.9	0.873	-3.1	0.0	-0.8	1.1	12.7
COC(=O)c1cc(C#N)c(SCc2ccccc2)nc1C	0.899	-1.4	-0.5	0.869	-3.5	-2.2	-2.0	10.1	13.1
CCc1cc2c(nc1CC)CCN(CC/C(C)=N/OC[C@H]1O[C@H](c3ccccc3)C=C[C@@H]1Oc1ccc(OC)cc1)C2	0.975	·	·	1	-7.7	-6.8	1.6	2.5	-0.2
COc1ccc(NC(=O)NCCCN2CCCC2=O)c(OC)c1	0.831	-2.2	1.4	0.875	-6.8	-3.3	-2.5	16.9	12.5
COc1cccc(CNC(=O)c2ccccc2C(=O)NC(C)(C)C(=O)NCc2cccc(OC)c2)c1	0.99	-0.5	0.2	1.07	-8.2	1.0	-5.8	1.0	-7.2
COc1ccc(C2=NNC(c3ccco3)=Nc3ccc(F)cc32)cc1	0.948	1.2	-0.9	0.873	-9.8	-3.4	-3.0	5.2	12.7
Cc1cccc(Oc2ccccc2N)c1	0.983	4.9	-1.2	1.25	-4.7	0.7	-2.8	1.7	-25.4
CCOC(=O)N1CCN(C(=O)c2cccc(S(=O)(=O)Nc3ccccc3Cl)c2)CC1	1.04	-6.5	-1.0	0.905	-8.0	5.3	-3.0	-3.6	9.5
CN(C)c1ccc(NC(=O)c2ccncc2)c2ccccc12	1.11	-4.7	1.0	1.06	5.1	-1.4	0.4	-10.7	-6.5
Cc1nnc(SCc2cccc3ccccc23)n(N)c1=O	0.959	-4.6	-1.0	1.17	-7.9	0.0	2.1	4.1	-17.0
COc1cc(C(=O)Nc2ccc3nc(N4CCOCC4)sc3c2)cc(OC)c1OC	1.15	-18.2	-1.3	1.21	-5.7	-3.5	-1.6	-15.1	-20.8
CC(NC(=O)c1c(O)c2ccccc2[nH]c1=O)c1ccccc1 (centres undefined)	0.986	-1.9	3.8	0.94	-5.3	3.9	-5.1	1.4	6.0
COc1ccc(-c2csc(N(C)C(=O)c3cccs3)n2)cc1	1	-2.3	0.6	1.15	-5.1	-1.2	2.7	-0.4	-15.1
CCC(=O)c1cn(CC(=O)NCc2ccco2)c2ccccc12	1.01	-6.1	-0.2	0.942	1.0	0.9	2.4	-0.8	5.8
CCCC(=O)Nc1ccc(C(=O)N2CCCC2)cc1	1.01	-19.5	-0.3	1.09	-3.1	-0.6	-2.7	-0.7	-8.8
CC(C)(C)NC(=S)N/N=C\c1ccc(-c2ccc([N+](=O)[O-])cc2)o1	0.873	-6.8	3.6	0.915	-8.0	-3.5	-3.0	12.7	8.5
O=C(COC(=O)c1ccc[nH]c1=O)Nc1cc(S(=O)(=O)N2CCCCCC2)ccc1Cl	0.968	3.1	1.6	0.991	-4.3	1.3	-0.5	3.2	0.9
COc1ccc(C)cc1S(=O)(=O)N1CCN(C/C=C/c2ccccc2)CC1	1.01	-7.1	0.0	0.985	-1.0	1.3	17.8	-1.3	1.5
O=C(C1=C[C@H](c2ccc(C(F)(F)F)cc2)C[C@H](OCc2ccc(CO)cc2)O1)N1CCCCCCC1	1.04	-3.0	0.2	1.05	-8.6	-9.0	2.5	-3.6	-4.7
COc1ccccc1C(CNC(=O)c1ccc(C)c(S(=O)(=O)N2CCCCC2)c1)N1CCCC1 (centres undefined)	1	2.0	-0.8	1.12	8.5	2.5	5.8	-0.3	-12.2
O=S(=O)(Nc1ccc(O)c(Sc2nc3ccccc3s2)c1)c1cccc2ccccc12	0.995	1.7	34.3	0.87	-4.4	-5.5	0.0	0.5	13.0
COc1cccc(-c2cc(=O)c3cc(NC(=O)c4ccc(Cl)cc4)ccc3[nH]2)c1	0.93	3.6	-0.2	1.11	0.8	-0.7	3.7	7.0	-10.7
Cc1ccc(S(=O)(=O)/N=C(/Nc2ccc([N+](=O)[O-])cc2)c2ccccc2)cc1	0.965	-14.4	2.1	0.825	-0.1	0.0	-3.0	3.5	17.5
Cc1ccc(Sc2ncccc2C(=O)NCC(c2ccc(F)cc2)N2CCOCC2)c(C)c1 (centres undefined)	1.07	2.0	0.2	1.01	-4.2	-2.7	-2.8	-6.6	-1.5
